# Screening results as filed in PubChem.
# TRPC6 activator: activators of mouse TRPC6 channel. HEK293-TRPC6 membrane potential dye fluorescence; hits give high values. B-score at 10 µM. Q61143. 0.13% of 310,000 active. AID 2550;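 active = B-score of the integrated fluorescence ratio above library mean plus 3 SD, and starting fluorescence ratio within library mean plus 5 SD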;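 note: higher score means more depolarization so channel activation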
# Target sequence (Q61143 whole entry, looked up): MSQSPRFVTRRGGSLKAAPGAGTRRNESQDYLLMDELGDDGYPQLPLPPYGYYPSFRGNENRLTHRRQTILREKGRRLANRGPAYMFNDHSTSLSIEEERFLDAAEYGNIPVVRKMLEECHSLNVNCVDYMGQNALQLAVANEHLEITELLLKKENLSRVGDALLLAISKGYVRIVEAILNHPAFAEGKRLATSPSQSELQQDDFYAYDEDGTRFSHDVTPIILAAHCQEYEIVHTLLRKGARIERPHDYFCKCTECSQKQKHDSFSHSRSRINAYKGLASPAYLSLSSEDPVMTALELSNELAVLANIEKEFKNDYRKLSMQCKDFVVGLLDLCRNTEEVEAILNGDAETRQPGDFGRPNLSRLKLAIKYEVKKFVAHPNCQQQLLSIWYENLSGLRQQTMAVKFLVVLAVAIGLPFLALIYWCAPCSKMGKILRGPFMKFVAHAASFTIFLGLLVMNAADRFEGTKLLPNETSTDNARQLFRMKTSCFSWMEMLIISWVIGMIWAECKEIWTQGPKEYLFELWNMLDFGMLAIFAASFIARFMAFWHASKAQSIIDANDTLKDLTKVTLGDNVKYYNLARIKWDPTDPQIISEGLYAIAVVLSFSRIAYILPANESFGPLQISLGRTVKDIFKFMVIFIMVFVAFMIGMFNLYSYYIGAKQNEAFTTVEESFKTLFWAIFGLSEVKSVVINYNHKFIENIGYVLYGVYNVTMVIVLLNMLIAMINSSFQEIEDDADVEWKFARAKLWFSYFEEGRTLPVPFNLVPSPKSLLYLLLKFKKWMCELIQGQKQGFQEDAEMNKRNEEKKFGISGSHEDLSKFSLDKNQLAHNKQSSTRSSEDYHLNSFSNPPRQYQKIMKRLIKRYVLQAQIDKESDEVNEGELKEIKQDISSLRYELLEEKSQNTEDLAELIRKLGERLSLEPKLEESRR
# HDAC3 inh: inhibitors of human histone deacetylase 3. recombinant HDAC3, fluorogenic peptide/trypsin coupled, fluorescence. O15379. 0.15% of 320,000 active. inhibition, % at 8.3 µM; in the data active = inhibition above about 26%, passing the limit was not always enough; inconclusive = no clear call, values can overlap the other calls
# ANO1 activ: mouse TMEM16A channel activation, primary screen. 0.3% of 340,000 active. AID 623877. HEK293 TMEM16A/YFP-H148Q/I152L, iodide quench fluorescence; hits give low values. B-score at 10 µM;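 active = fluorescence-ratio B-score plate-corrected deviation score at least 3 library SD below zero, with starting fluorescence score within 5 deviations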;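 note: channel opened by trigger with iodide after compound preincubation; score built on the fluorescence ratio of max minus min over baseline; more negative score means more quench and so TMEM16A activation or potentiation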
# RGS4 block: inhibitors of human RGS4; B-score at 10 µM; HEK293 M3R/RGS4 inducible, Fluo-4 calcium flux; hits give high values; triggered by carbachol at its EC20; 0.45% of 310,000 active; P49798;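 active = B-score, a plate-corrected calcium signal, over three deviations above library mean, with baseline fluorescence within five deviations of library mean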;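 note: RGS4 expression induced by doxycycline in cells with stable M3 receptor; B-score is computed from the integrated fluorescence ratio over baseline after carbachol; higher B-score means a larger calcium signal and so more RGS4 inhibition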
# Target sequence (P49798 whole entry, looked up): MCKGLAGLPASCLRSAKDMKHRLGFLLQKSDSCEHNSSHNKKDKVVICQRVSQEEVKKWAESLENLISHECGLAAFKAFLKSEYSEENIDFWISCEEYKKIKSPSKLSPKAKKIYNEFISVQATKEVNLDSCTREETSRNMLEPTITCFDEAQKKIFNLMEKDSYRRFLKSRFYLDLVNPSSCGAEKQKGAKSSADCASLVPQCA
# SKKanGAS inh: blocks kanamycin growth of S. pyogenes SKKanGAS strain; BacTiter-Glo, 6 h; inhibition, % at 7.5 µM; 1.3% of 300,000 active;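 active = mean replicate score, as percent of positive control median, at least 50; inconclusive = mean below 50 but one replicate at or above 50; inactive = mean and every replicate below 50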;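 note: strain carries kanamycin resistance gene driven by streptokinase promoter and grows in 40 µg/ml kanamycin; loss of luminescence reflects streptokinase promoter inhibition or plain growth inhibition; 0% = median of DMSO wells and 100% = positive control at its reference dose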
# TRPC6 inhibitor: mouse TRPC6 channel inhibition; Q61143; HEK293-TRPC6, membrane potential dye, ACh-evoked depolarization; hits give low values; B-score at 10 µM; 1.1% of 310,000 active;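 active = B-score under library mean minus 3 SD, initial fluorescence not abnormally high, positive integrated signal ratio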;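 note: B-score derived from integrated fluorescence ratio over the kinetic read; more negative B-score means stronger inhibition of depolarization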
# MrgX1 antagonist: human MrgX1 receptor antagonism, primary screen; Q96LB2; MRGX1-HEK293 calcium flux, Fluo-4, BAM8-22 antagonism; hits give low values; 1.3% of 310,000 active; B-score at 10 µM;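 active = calcium-response B-score plate-corrected more than 3 library SD below zero, starting fluorescence within 5 deviations, no agonist response on first addition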;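 note: peak minus trough fluorescence over baseline after final BAM8-22 challenge near maximal dose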
# RGS4 act: RGS4 potentiation or activation. HEK293 M3R/inducible RGS4, carbachol calcium flux Fluo4; hits give low values. 0.92% of 310,000 active. B-score at 10 µM;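 active = B-score of the integrated calcium signal more than 4 SD below the library mean, with starting fluorescence not abnormally high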;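 note: negative B-score means reduced calcium response which marks RGS4 activation or potentiation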
#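 Assay system: Inducible-RGS4 HEK293 cells carrying M3 receptor | Schedule: Compound preincubation 20 min at room temperature before agonist | Signal: Kinetic calcium fluorescence imaging with Fluo4-AM dye, 2 µM | Read-out basis: B score from integrated fluorescence ratio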
# MrgX1 allo act: allosterically activates human MrgX1 receptor signaling. B-score at 10 µM. 0.63% of 310,000 active. MrgX1-HEK293, Fluo-4 calcium flux, FDSS; hits give high values;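 active = plate-corrected calcium response at least 3 library SD above typical, normal starting fluorescence, not activating the receptor alone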;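 note: compound read alongside a low EC10 to EC30 dose of BAM8-22 agonist; peak minus trough fluorescence over baseline measured at the second addition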
# MrgX1 agonist: human MrgX1 receptor agonism, primary screen; Q96LB2; MrgX1-HEK293 cells, Fluo-4 calcium fluorescence, agonist mode; hits give high values; B-score at 10 µM; 0.44% of 310,000 active;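 active = calcium response B-score plate-corrected fluorescence ratio at least 3 library SD, with starting fluorescence B-score inside 5 SD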
#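 Assay system: stable human MrgX1 HEK293 cell line. Quantity: 15,000 cells per well. Schedule: cells plated overnight, dye loaded 0.5 h 37 °C, 0.5 h room temperature. Detection: Fluo-4 NW calcium-flux fluorescence, kinetic read. Read-out basis: peak-minus-minimum fluorescence over baseline, converted to B scores. Control set: positive and negative control wells on each plate.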
# TMEM16A inh: inhibitors of mouse TMEM16A calcium-activated chloride channel | HEK293 TMEM16A/YFP iodide influx fluorescence, ionomycin | normalized B-score (activity score, 25-100; higher = stronger inhibition) at 10 µM | 1.2% of 310,000 active;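 active = ratio plate-corrected score three or more library SD toward inhibition, starting fluorescence score within five deviations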;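 note: score derived from kinetic fluorescence span divided by baseline fluorescence per well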
# An asterisk follows results filed as active; i = inactive; ? = inconclusive; . = no result given.
SMILES,TRPC6 activator,HDAC3 inh,ANO1 activ,RGS4 block,SKKanGAS inh,TRPC6 inhibitor,MrgX1 antagonist,RGS4 act,MrgX1 allo act,MrgX1 agonist,TMEM16A inh
O=C(O)C1CCC(Cn2c(SCc3cc(=O)n4cc(Cl)ccc4n3)nc3ccsc3c2=O)CC1 (stereo not drawn),i,0,i,i,9,i,i,i,i,i,i
CC(NCc1cccnc1)c1ccccc1 (stereo not drawn),i,6,i,i,0,i,i,i,i,i,i
CCn1cc(C(=O)NCCc2ccccc2)c(=O)c2cc(F)c(N3CCN(C)CC3)cc21,i,-36,i,i,5,i,i,i,i,i,i
CCc1cccc(C)c1N1C(=O)CC(C)(C)CC1=O,i,-10,i,i,7,i,i,i,i,i,i
O=C(N/N=C/c1ccc(Cl)cc1)C(=O)N1CCCCCC1,i,?,i,i,.,i,i,i,i,i,i
Cc1ccc(N/N=C(/Sc2nnnn2-c2ccccc2)C(=O)c2ccccc2)cc1,i,4,i,i,12,i,i,-16*,i,i,i
CCOC(=O)NC1(C(F)(F)F)NC(=O)N(c2cccc(C(F)(F)F)c2)C1=O (stereo not drawn),i,1,i,i,-9,i,i,i,i,i,i
COc1ccc(/C=C(/NC(=O)c2ccco2)C(=O)NCCc2ccccc2)cc1,i,4,i,i,3,i,i,i,i,i,i
CSc1ccc(/C=C2\NC(=O)NC2=O)cc1,i,0,i,i,-2,i,i,i,i,i,i
CCCCN(CCNP(=O)(OCC)OCC)CP(=O)(OCC)OCC,i,5,i,i,3,i,i,i,i,i,i
NC(=O)CCC1NC(=S)N(Cc2ccccc2)C1=O (stereo not drawn),i,1,i,i,3,i,i,i,i,i,i
Cc1csc(=Nc2c(C)n(C)n(-c3ccccc3)c2=O)n1Cc1ccccc1,i,-2,i,i,-2,i,i,i,i,i,i

# Compound profiles (already shown):
# Shown for CC(NCc1cccnc1)c1ccccc1 (stereo not drawn) : TRPC6 activator = i; HDAC3 inh = 6; ANO1 activ = i; RGS4 block = i; SKKanGAS inh = 0; TRPC6 inhibitor = i; MrgX1 antagonist = i; RGS4 act = i; MrgX1 allo act = i; MrgX1 agonist = i; TMEM16A inh = i
# Shown for CCn1cc(C(=O)NCCc2ccccc2)c(=O)c2cc(F)c(N3CCN(C)CC3)cc21 : TRPC6 activator = i; HDAC3 inh = -36; ANO1 activ = i; RGS4 block = i; SKKanGAS inh = 5; TRPC6 inhibitor = i; MrgX1 antagonist = i; RGS4 act = i; MrgX1 allo act = i; MrgX1 agonist = i; TMEM16A inh = i

# The list continues.
SMILES,TRPC6 activator,HDAC3 inh,ANO1 activ,RGS4 block,SKKanGAS inh,TRPC6 inhibitor,MrgX1 antagonist,RGS4 act,MrgX1 allo act,MrgX1 agonist,TMEM16A inh
CC1CC(C)CN(CCCNC(=O)c2ccc3nc(N4CCOCC4)sc3c2)C1 (stereo not drawn),i,-2,i,i,1,i,i,i,i,i,i
Cc1ccc(S(=O)(=O)c2ccc(NC(=O)c3c(F)cccc3F)cc2)cc1,i,-4,i,i,7,i,i,i,i,i,i
COc1ccc(/C=C/C(=O)O)cc1COc1cccc(C)c1,i,1,i,i,23,i,i,i,i,i,i
CN1CCN2c3ncccc3Cc3ccccc3C2C1 (stereo not drawn),i,-2,i,i,-6,i,i,i,i,i,i
CN(C)Cc1c(O)ccc2oc(Cc3ccccc3)cc12,i,0,i,i,1,i,i,i,i,i,i
CCc1cc2c(=O)c(-c3nc4ccccc4[nH]3)coc2cc1OC(=O)N1CCOCC1,i,4,i,i,8,i,i,i,i,i,i
CCN(CC)C(=O)CSc1n[nH]c(=S)n1N,i,0,i,i,-4,i,i,i,i,i,i
COc1ccc(C(=O)Nc2cc3c(cc2C(=O)O)OCCCO3)c(OC)c1,i,10,i,i,15,i,i,i,i,i,i
CS(=O)(=O)c1ccc(Cl)c(NC(=O)COC(=O)CNC(=O)c2ccc3ccccc3c2)c1,i,-2,i,i,-20,i,i,i,i,i,i
CCN1C(=O)[C@H]2[C@@H](c3ccc(C)cc3)N3C(=O)N(c4ccccc4)C(=O)[C@@]3(Cc3ccc(Cl)cc3)[C@H]2C1=O,i,-2,i,i,10,i,i,i,i,i,i
COc1ccc(NC(C)=O)cc1S(=O)(=O)N1CCN(C(=O)c2ccccc2F)CC1,i,2,i,i,-1,i,i,i,i,i,i
CCN(CC)CCN1C(=O)C(=O)/C(=C(/O)c2ccc(S(=O)(=O)N3CCOCC3)cc2)C1c1ccc(Cl)cc1 (stereo not drawn),i,-2,i,i,1,i,i,i,i,i,i
CC(=O)N1CCOc2ccc(S(=O)(=O)N3CCC(C(=O)Nc4ccc(C)cc4C)CC3)cc21,i,1,i,i,2,i,i,-8.6*,i,i,i
COc1ccc(OC)c(S(=O)(=O)N2CCCC(C(=O)NCc3ccccn3)C2)c1 (stereo not drawn),i,-3,i,i,-11,i,i,i,i,i,i
C=CCNC(=O)COc1cc(C)cc(C)c1C,i,8,i,i,-7,i,i,i,i,i,i
COc1cccc(NC(=O)C2C3C=CC(O3)C2C(=O)O)c1 (stereo not drawn),i,4,i,i,1,i,i,i,i,i,i
CC(C)(C)C(=O)N1CCN(CCN2C(=O)c3cccc4cccc(c34)C2=O)CC1,i,-3,i,i,0,i,i,i,i,i,i
CC(=O)COc1ccc2c(c1C)O/C(=C\c1ccco1)C2=O,i,-1,i,i,2,i,i,i,i,i,i
COc1ccc(/C=C/C(=O)Oc2cc(O)cc(O)c2)cc1,i,4,i,i,19,i,i,i,i,i,i
Cc1ccc(N(C)S(=O)(=O)c2cccc(C(=O)NC3CC(C)(C)NC(C)(C)C3)c2)cc1,i,-3,i,i,-10,i,i,i,i,i,i
CC(C)=NNc1cc([N+](=O)[O-])cc2c1C(=O)N(C)S2=O (stereo not drawn),i,0,i,i,-3,i,i,i,i,i,i
Cc1ccc(SCCNC(=O)c2cccc([N+](=O)[O-])c2C)cc1,i,-2,i,i,-3,i,i,i,i,i,i
CC(=O)NC(=S)NNC(=O)CCc1ccccc1,i,-5,i,i,3,i,i,i,i,i,i
O=c1c2ccccc2cnn1Cc1n[nH]c(=S)n1-c1ccc(Cl)cc1Cl,i,3,.,i,1,i,i,i,i,i,i
COC(=O)c1cc(NC(=O)c2ccccc2)c(=O)oc1C/C=N\OCc1ccc(Cl)cc1Cl,i,-7,i,i,13,i,i,i,i,i,i
CCc1noc(C)c1C(=O)Nc1nc2c(C)cc(C)cc2s1,i,12,i,i,-9,i,i,i,i,i,i
COc1ccc(O)c(/C=N/Nc2nc(Nc3ccccc3)nc(-n3nc(C)cc3C)n2)c1,i,-6,i,i,103*,i,i,-8.5*,i,i,i
CCOC(=O)C1CCN(c2ccc(Cl)nn2)CC1,i,.,i,i,-7,i,i,i,i,i,i
CC(=O)n1cc([C@@H]2C=C(C(=O)Nc3ccccc3)O[C@H](OCc3ccc(CO)cc3)C2)c2ccccc21,i,-3,i,i,21,i,i,i,i,i,i
O=C(Nc1cc(S(=O)(=O)N2CCCC2)ccc1Cl)C1=COCCO1,i,-5,i,i,3,i,i,i,i,i,i
CCNC(=S)N1CCN(S(=O)(=O)c2ccccc2C(F)(F)F)CC1,i,-2,i,i,2,i,i,i,i,i,i
CCOC(=O)c1ccc(NC(=S)NCc2ccc(F)cc2)cc1,i,6,i,i,-5,i,i,i,i,i,i
O=C(O)COc1ccc(/C=C/c2ccc3cccc([N+](=O)[O-])c3n2)cc1,i,.,i,i,32,i,i,i,i,i,i
c1ccc(CCC2=NCCn3cccc32)cc1,i,3,i,i,-11,i,i,i,i,i,i
COc1ccc(C(=O)NC(=S)Nc2ccc(S(=O)(=O)Nc3cc(OC)ncn3)cc2)cc1,i,-5,i,i,14,i,i,i,i,i,i
Cc1nnc(SCCn2c(N3CCN(C)CC3)nc3c2c(=O)n(C)c(=O)n3C)s1,i,2,i,i,1,-13*,i,i,i,i,i
CCOC(=O)c1c(NC(=O)CNCC(O)CO)sc(C)c1C (stereo not drawn),i,5,i,i,-1,i,i,i,i,i,i
Cc1nc2sc3c(c2c(=O)n1NC(=O)CCl)CCCC3,i,-13,i,i,-2,i,i,i,i,i,i
O=C(CSc1nccc(=O)[nH]1)N1c2ccccc2CCc2ccccc21,i,3,i,i,-4,i,i,i,i,i,i
O=C(c1cccc(F)c1)N1CCN(S(=O)(=O)c2ccccc2)CC1,i,-12,i,i,-3,i,i,i,i,i,i
Cc1cc([N+](=O)[O-])ccc1NCc1ccc2c(c1)OCCO2,i,-6,i,i,3,i,i,i,i,i,i
Cc1ccc(S(=O)(=O)CC(=O)N2CCN(c3ccccc3F)CC2)cc1,i,-3,i,i,-13,i,i,i,i,i,i
O=C(CCSc1ccccc1)N1CCN(c2ccccc2)CC1,i,1,i,i,-12,i,i,i,i,i,i
CN(CC(=O)Nc1ccccc1Br)C(=O)c1cc2c(s1)CCCCC2,i,1,i,i,5,i,i,i,i,i,i
CC1CC(=O)Nc2ccccc2N1S(=O)(=O)c1ccccc1 (stereo not drawn),i,-3,i,i,-2,i,i,i,i,i,i
COc1cccc(-n2nc(-c3ccnn3-c3cccc(Cl)c3)c(=O)n(C)c2=O)c1,i,-1,i,i,5,i,i,i,i,i,i
CCOc1ccc(NC(=O)CC(Cc2cc(C)cc(C)c2)C(=O)O)cc1 (stereo not drawn),i,5,i,i,0,-5.6*,i,i,i,i,i
COc1ccc(OCC(=O)N2CCN(C(=O)c3ccc(F)cc3)CC2)cc1,i,7,i,i,-4,i,i,i,i,i,i
O=C(CSc1nnc(-c2ccncc2)n1CC1CCCO1)Nc1ccccc1Cl (stereo not drawn),i,-2,i,i,5,i,i,i,i,i,i
COC(=O)c1ccc(Cn2nnc3c(=O)[nH]c(C4CCN(S(=O)(=O)c5cc(C)ccc5C)CC4)nc32)cc1,i,.,i,i,31,i,i,i,i,i,i
COCc1cc(CN2CCN(C)CC2)c(O)c2ncccc12,i,1,i,i,9,i,i,i,i,i,i
O=C(CSc1nc(NS(=O)(=O)c2ccccc2)cc(=O)[nH]1)Nc1ccccc1C(F)(F)F,i,0,i,i,-3,i,i,i,i,i,i
Cc1[nH]nc2ncc(C(=O)c3cc(Cl)cc(Cl)c3O)cc12,i,4,i,i,23,i,i,i,i,i,i
COCCn1c(SCc2ccc(C)cc2)nc2c1c(=O)[nH]c(=O)n2C,i,-1,i,i,-3,i,i,i,i,i,i
